Assay outcomes: PubChem, several laboratories
WT yeast gro inh: growth inhibition of WT yeast, mitochondrial fusion screen | mitochondrial fusion phenotypic screen, WT strain | inhibition, % at 10 µM | 190,000 tested, 2.1% active | AID 1362; in the data active means inhibition above about 58%; tested in S. cerevisiae
NS5 inhibitors: flavivirus cap methylation enzyme inhibition – biochemical, confirmation dose response, primary screen (AID 588689) | Dengue-2 NS5 methyltransferase capping enzyme assay, biochemical; higher % means a stronger effect | inhibition, % at 25 µM, or IC50 in µM where a hit was titrated | 340,000 tested, 0.3% active; in the data active means a potency from the dose series; inconclusive means inhibition above about 29% without an active follow-up result
XIAP antagonists: small molecules displacing peptide from XIAP – biochemical, IAP family, fluorescence polarization (AID 1018); XIAP BIR domain, fluorescence polarization peptide displacement; higher % means a stronger effect; displacement, % at 20 µM; hits with a dose series show IC50 in µM; 200,000 tested, 0.007% active; in the data active means displacement above about 50%; further: a part of the inactive calls stands beside numbers as strong as those of hits
RSV CPE inhibition: inhibition of RSV-induced cytopathic effect – HEp-2 cells, primary 10 µM value included (AID 2391). HEp-2 cells, RSV-induced CPE inhibition; higher % means a stronger effect. 310,000 tested, 0.13% active. one-dose CPE inhibition, % at 10 µM; IC50 in µM for titrated hits; in the data active means a potency from the dose series; inconclusive means CPE inhibition mostly from about 23% at the one dose, without a potency; inactive means the rest, 99 in 100 with CPE inhibition below about 21%; further: strong numbers were not always called active
Large T inhibition: TAg ATPase/helicase activity blockers – biochemical (AID 1903); 310,000 tested, 0.39% active; inhibition, % at 20 µM, or IC50 in µM where a hit was titrated; SV40 large T antigen ATPase/helicase inhibition assay; higher % means a stronger effect; in the data active means a potency from the dose series; inconclusive means inhibition mostly from about 32% at the one dose, without a potency; inactive means the rest, 99 in 100 with inhibition below about 32%; further: strong numbers were not always called active
Yfh1-off respiration: enhancers of respiration in Yfh1-depleted yeast, dose response, Friedreich's ataxia, plus single-dose screen (AID 1465); 220,000 tested, 0.074% active; one-dose fold induction at 50 µM; EC50 in µM for titrated hits; S. cerevisiae Yfh1-off respiration, WST-1 reduction, 72 h; higher fold induction means a stronger effect;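 active means fold induction of absorbance versus untreated yeast above a set limit, then at least 30% activation at any dose in follow-up; inconclusive means repeats straddling the limit, or above it without dose testing; inactive means fold induction below the set limit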;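 further: activators that raise dye reduction in frataxin-depleted yeast; strong numbers were not always called active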
West Nile virus CPE: inhibition of WNV-induced cytopathic effect – cell-based, CPE readout (AID 1621) | West Nile virus-infected cells, CPE inhibition; higher % means a stronger effect | one-dose CPE inhibition, % at 10 µM; IC50 in µM for titrated hits | 290,000 tested, 0.02% active; in the data active means a potency from the dose series; inconclusive means CPE inhibition mostly from about 3.7% at the one dose, without a potency; inactive means the rest, 99 in 100 with CPE inhibition below about 2.2%; further: strong numbers were not always called active
ER stress rescue: rescue of cells from ER stress-induced death, primary screen, 384-well, CSM14.1, thapsigargin, ATP luminescence (AID 1222); CSM14.1 thapsigargin-induced death rescue, ATP luminescence; higher % means a stronger effect; cellular ATP content (survival), % at 20 µM, or EC50 in µM where a hit was titrated; 190,000 tested, under 10 active;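 active means EC50 below 50 µM in the dose-response confirmation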;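 further: death triggered by thapsigargin at about 15 µM added after 2 h compound pretreatment; cell ATP read after overnight thapsigargin exposure of roughly 18 to 22 hours; normalized against plate controls of thapsigargin alone and 5% DMSO vehicle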
K1F lysis inhibition: protection from phage-mediated lysis, alamar blue read-out – E. coli UTI89, K1F phage, bacterial capsule biogenesis inhibitors (AID 488966). E. coli UTI89 K1F phage lysis, alamar blue, 2 h; higher % means a stronger effect. 340,000 tested, 0.02% active. inhibition, % at 100 µM; hits with a dose series show IC50 in µM;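 active means phage lysis inhibition, versus mean bacterial control, above a set limit; inconclusive means no clear call, values can overlap the other calls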;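 further: capsule biogenesis inhibitors block K1F phage lysis so surviving cells raise fluorescence; higher fluorescence means more inhibition of phage lysis; actives were called in the ten point dose series up to 300 µM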
WT yeast gro inh mutant strain: further read-out of WT yeast gro inh, marked with its call; inhibition, %; mitochondrial fusion phenotypic screen, mutant strain inhibition
* marks the source's active call; other numbers are inactive results; i = inactive; ? = inconclusive; . = not tested or not shown; [ ] = remark or other dose.

Under each structure: WT yeast gro inh, WT yeast gro inh mutant strain, NS5 inhibitors, XIAP antagonists, RSV CPE inhibition, Large T inhibition, Yfh1-off respiration, West Nile virus CPE, ER stress rescue, K1F lysis inhibition
CCOC(=O)C(CC)Sc1nnc(COc2ccc(C)cc2)n1-c1ccccc1 (stereo not drawn)
    31, 5, -10%, -2.9%, 1.2%, 9%, i, -0.7%, 15%, -0.2%
COc1ccc(N2CC(C(=O)Nc3ccc(N4CCOCC4)cc3)CC2=O)cc1 (stereo not drawn)
    -9, -11, -9%, -8.8%, 1.5%, 12%, i, 0.1%, -0.4%, 0.1%
COC(=O)c1cc(COc2ccc3c4c(c(=O)oc3c2)CCCC4)c(C)o1
    -2, -6, -1%, 0.0%, 0.7%, 4%, ., ., -0.5%, 0.3%
CCNC(=O)N1CCCC(C(=O)c2ccc3cc(OC)ccc3c2)C1 (stereo not drawn)
    4, -26, 7%, -3.8%, 13%, -1%, i, -1.0%, 5.7%, 0.1%
Cc1ccsc1C(=O)C1CCCN(Cc2cn(C)nc2-c2ccccc2)C1 (stereo not drawn)
    14, -2, -8%, -4.1%, 0.0%, 1%, i, -1.3%, -1.2%, 0.0%
C=CCOC(=O)C1C(=O)CC(C)(O)C(C(=O)OCC=C)C1c1ccc(N(C)C)cc1 (stereo not drawn)
    -1, 4, 0%, -4.9%, 1.5%, 4%, i, -0.7%, -1.4%, -0.1%
CCC(C)(C)NC(=O)C(c1ccccc1)N(Cc1cccnc1)C(=O)c1csnn1 (stereo not drawn)
    -19, -30, -11%, -4.5%, 1.2%, 11%, i, -0.7%, -3.0%, -0.1%
Cc1occc1-c1nnc(SCC(=O)NC2CCCC2)n1C
    ., ., -1%, ., 1.0%, 11%, ., 0.1%, ., -0.3%
CC(C)c1ccc(S(=O)(=O)N2CCCCC2)cc1
    5, 12, -8%, 13%, 0.5%, 2%, i, -1.1%, 1.2%, 0.3%
COc1cccc(C(C(=O)NC2CCCCC2)N(C(=O)c2ccccn2)c2cccnc2)c1 (stereo not drawn)
    -7, -14, -4%, -6.4%, 1.1%, 3%, i, -0.6%, 0.1%, -0.1%
COc1ccc(NC(=O)c2ccccc2)cc1NS(=O)(=O)c1ccc(F)cc1
    -28, -48, -6%, -18%, 1.6%, 24%, i, -0.1%, -4.4%, 1.5%
N#C/C(=C\Nc1ccccn1)S(=O)(=O)c1ccc(Cl)cc1
    ., ., 1%, ., 0.7%, 6%, i, 0.1%, ., 0.2%
CCOC(=O)C1(Cc2ccc(OC)cc2)CCN(C(=O)c2ccc3[nH]ccc3c2)CC1
    30, 17, 0%, -2.4%, -0.9%, 4%, i, -1.4%, -1.9%, -0.4%
COC(=O)c1ccc(C2C(Oc3ccccc3C)C(=O)N2CCc2ccc(OC)c(OC)c2)cc1 (stereo not drawn)
    21, 1, 1%, -7.8%, 9.2%, 20%, i, -0.2%, 5.9%, -0.6%
O=C(Cn1cc([N+](=O)[O-])ccc1=O)N1CCCc2ccccc21
    ., ., 3%, ., -1.9%, 19%, ., ., ., 1.2%[50 µM]
O=C(Nc1ccc(Cl)c(Cl)c1)c1cccc(S(=O)(=O)NCc2cccnc2)c1
    76*, 69*, 0%, -6.7%, 3.5%, 22%, i, -0.7%, -1.3%, -1.5%[50 µM]
CC(C)CN(C(=O)COC(=O)Cc1n[nH]c(=O)c2ccccc12)C1CCS(=O)(=O)C1 (stereo not drawn)
    5, 27, -5%, -3.9%, 0.8%, 12%, i, 0.4%, -3.1%, 0.4%
COc1ccc(CCNC(=S)N2CCN(S(=O)(=O)c3ccc(Cl)cc3)CC2)cc1
    ., ., -1%, ., 1.3%, 7%, ., -0.8%, ., 0.6%[50 µM]
CCOC(=O)C(NC(=O)c1ccc(OC)cc1)(N1CCCC1=O)C(F)(F)F (stereo not drawn)
    11, 12, -2%, -2.2%, 6.5%, 0%, i, -0.7%, -0.9%, 0.6%
CCC(C)(C)c1ccc(OCC(=O)Nc2ccncc2)cc1
    ., ., ., ., 0.6%, -2%, ., -0.2%, ., -1.0%
Cc1ccccc1OCCC(=O)OCC(=O)N1c2ccccc2NC(=O)C1(C)C
    ., ., -11%, ., -1.6%, 15%, ., ., ., -0.9%
Nc1cc([N+](=O)[O-])ccc1Nc1ccccc1
    8, 14, -42%, -1.7%, 3.2%, 5%, i, 0.0%, 1.5%, 0.1%
COc1ccc(-c2cc(CNC(=O)CN(C)Cc3ccccc3)on2)cc1
    32, -6, -10%, -2.5%, 0.7%, 10%, ., ., -1.2%, 0.1%
CCCNC(=O)C1(CC2CC(c3ccccc3)=NO2)CCN(C(=O)CCCCCBr)CC1 (stereo not drawn)
    ., ., -5%, ., -0.9%, 2%, i, -0.2%, ., 0.5%
O=c1c(-c2nc3ccccc3s2)cccn1Cc1ccc(Cl)c(Cl)c1
    42, 18, 4%, -3.5%, 5.6%, 0%, i, -0.4%, -0.6%, 0.2%
Nc1cc(S(=O)(=O)Nc2cc(Cl)ccc2Cl)ccc1N1CCCC1
    ., ., 4%, ., 2.9%, 30%, i, 0.7%, ., 0.0%
CCOc1ccc(NC(=O)CC2C(=O)NCCN2C(=O)c2ccc(Cl)cc2)cc1 (stereo not drawn)
    9, -6, -2%, -2.2%, 3.0%, 4%, i, -0.5%, -0.9%, 0.7%
CSc1cccc(NC(=S)N2CCCN(Cc3ccc(F)cc3)C2)c1
    8, 5, -9%, -2.6%, 0.0%, 16%, i, -0.5%, ., 2.4%[50 µM]
N#Cc1c(-c2ccccc2Cl)cc(C2CC2)nc1N
    -3, 14, -2%, -3.8%, 10%, 0%, i, 0.1%, -0.2%, 3.4%
Cc1c(N/N=C(\C#N)C(=O)c2ccccc2)c(=O)n(-c2ccccc2)n1C
    7, 7, ., -6.1%, ., 31%, 52µM*, ?, 1.8%, 1.7%

Entries of single compounds, quoted from the list. Values in the order: WT yeast gro inh	WT yeast gro inh mutant strain	NS5 inhibitors	XIAP antagonists	RSV CPE inhibition	Large T inhibition	Yfh1-off respiration	West Nile virus CPE	ER stress rescue	K1F lysis inhibition
N#Cc1c(-c2ccccc2Cl)cc(C2CC2)nc1N across the screens: -3	14	-2%	-3.8%	10%	0%	i	0.1%	-0.2%	3.4%
CCOc1ccc(NC(=O)CC2C(=O)NCCN2C(=O)c2ccc(Cl)cc2)cc1 (stereo not drawn) across the screens: 9	-6	-2%	-2.2%	3.0%	4%	i	-0.5%	-0.9%	0.7%
COc1ccc(CCNC(=S)N2CCN(S(=O)(=O)c3ccc(Cl)cc3)CC2)cc1 across the screens: .	.	-1%	.	1.3%	7%	.	-0.8%	.	0.6%[50 µM]

The results go on:
Under each structure: WT yeast gro inh, WT yeast gro inh mutant strain, NS5 inhibitors, XIAP antagonists, RSV CPE inhibition, Large T inhibition, Yfh1-off respiration, West Nile virus CPE, ER stress rescue, K1F lysis inhibition
CCOC1(NC(=O)c2ccccc2)C(C)=CC(=O)C=C1C
    4, 17, -5%, -1.8%, 1.1%, 23%, i, 0.3%, -1.0%, 0.1%
Cc1nn(Cc2cccc(C(=O)NC(C)c3ccc(C(C)(C)C)cc3)c2)c(C)c1[N+](=O)[O-] (stereo not drawn)
    44, 26, -3%, -3.1%, 2.5%, 4%, i, 0.6%, 2.6%, 12%
CCCOc1ccc(N2C(=O)CC(N(CCOC34CC5CC(CC(C5)C3)C4)C(C)=O)C2=O)cc1 (stereo not drawn)
    18, 13, 1%, -9.9%, 8.2%, -4%, i, -2.1%, 1.6%, 0.3%
COc1cc(C=O)ccc1OCC(=O)N1CCOCC1
    -1, -15, -4%, -2.7%, 2.0%, 1%, i, 0.6%, 3.2%, 0.5%
Cc1cccc(C(=O)Nc2cccc3c2CCCC3)c1
    ., ., -2%, ., 1.0%, 5%, ., -0.4%, ., -0.6%
O=C(CSc1n[nH]c(-c2ccncc2)n1)Nc1ccccn1
    -3, 7, -5%, -2.6%, -0.3%, 5%, i, -0.3%, -0.8%, 0.3%
COc1cc(C(=O)NNC(=O)c2ccco2)cc(OC)c1OC
    ., ., -4%, ., 1.1%, 4%, ., 0.2%, ., -0.2%
COc1ccc(N2CCN(C(c3cccc(OC)c3OC)c3nnnn3C3CCCC3)CC2)cc1 (stereo not drawn)
    11, 6, 1%, -12%, 4.4%, 14%, i, -0.6%, 0.2%, -0.2%
CCN1CCN(CC(=O)Nc2cc(C(F)(F)F)ccc2OCCOC)CC1
    ., ., -5%, ., -1.3%, 0%, i, 0.2%, ., 0.0%
CCn1c(NC(=O)c2nn(C)cc2Br)nc2ccccc21
    2, -11, 0%, -2.8%, 2.8%, 16%, i, -0.2%, -0.7%, 4.8%
O=C(C1CCC(CNS(=O)(=O)c2ccc(F)cc2)CC1)N1CCOCC1 (stereo not drawn)
    2, 2, 4%, -10%, 0.7%, 11%, i, -0.6%, 2.8%, 0.3%
CC(C)N(Cc1nc(-c2ccccc2)no1)C(=O)CSc1ccccc1
    1, 19, 0%, -4.0%, 2.2%, 9%, i, -0.5%, ., 1.3%
N/C(=N\OC(=O)c1cnn(-c2ccccc2)c1C(F)(F)F)c1ccc(C(F)(F)F)cc1
    ., ., 0%, ., 3.3%, 11%, i, -0.3%, ., -1.4%
O=C(CSc1nc2ccccc2[nH]1)N1CCN(c2ccc(F)cc2)CC1
    7, 9, 3%, -14%, 2.4%, 1%, i, -0.3%, 0.1%, -0.2%
Cc1nn(CCCC(=O)Nc2ccccn2)c(C)c1[N+](=O)[O-]
    3, -4, -4%, -7.8%, 2.8%, 15%, i, -0.5%, 0.3%, 0.5%
CC(C)(C)C(=O)NNC(=O)c1ccc(Oc2cc(Cl)cc(Cl)c2)o1
    ., ., -12%, ., 0.7%, 1%, i, 0.1%, ., 0.5%
CCC(C(=O)OCC(=O)Nc1c(C)n(C)n(-c2ccccc2)c1=O)c1ccccc1 (stereo not drawn)
    4, 8, -5%, -6.4%, 1.0%, 7%, i, -0.1%, ., 4.7%
O=C(c1ccco1)N1CCN(C2CC(=O)N(c3ccccc3)C2=O)CC1 (stereo not drawn)
    -5, -5, 0%, -4.1%, 0.3%, 1%, i, 0.6%, -0.6%, -0.4%
COc1cccc(-c2ccc(C#N)c(SCC(=O)NCCc3ccccc3)n2)c1
    -19, 0, 3%, -5.5%, 1.4%, 7%, i, -0.7%, 7.2%, 1.0%[50 µM]
CCc1nccn1C(=O)c1cnn2c(C(F)F)cc(-c3ccccc3)nc12
    -9, -6, ., -13%, 1.6%, 2%, i, -0.5%, -2.7%, .
Cc1nn(C)c(C(=O)NNC(=S)NC2CCCCC2)c1Cl
    -7, -8, -6%, -6.3%, 5.2%, 9%, i, -1.2%, -2.3%, 11%
O=S(=O)(NC1CCc2ccccc21)c1ccc(S(=O)(=O)N2CCCC2)cc1 (stereo not drawn)
    -11, -2, -8%, -3.8%, 2.9%, -1%, i, -0.9%, -2.4%, 2.0%
Brc1ccc(Oc2ncc(CN3CCN(c4ccccc4)CC3)s2)cc1
    53, 37, -5%, 4.2%, 0.3%, -1%, i, -1.0%, 7.7%, -2.5%

Outcome played no part in choosing rows; about 2.2% have a hit in one of these screens.
